Tau FP inhib – blocks human tau fibril formation measured by polarization; 280,000 compounds, 0.39% hits; K18 P301L tau heparin fibrillization, Alexa594 FP, 6 h; Potency, µM (top dose mostly 57.7 µM), without a hit: at the highest dose activity, negative = inhibition, usual class: inhibitors; note: nearly all actives have a fitted effect of over 55% in size
Target sequence (P10636 561-689 P618L limits assumed): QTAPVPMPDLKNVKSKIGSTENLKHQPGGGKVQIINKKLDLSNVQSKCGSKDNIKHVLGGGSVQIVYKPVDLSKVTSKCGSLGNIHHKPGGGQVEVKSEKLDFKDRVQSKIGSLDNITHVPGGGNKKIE
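Human tau K18 […] P301L fragment, 15 uM unlabeled plus 0.24 uM Alexa 594-labeled tau (final), with compound and 20 uM heparin in 100 mM sodium acetate pH 7; 6 hr at 37 C, then Alexa 594 FP read.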
RECQ1 inh – blocks DNA unwinding by human RECQ1 | RECQ1 DNA unwinding, red fluorescence kinetic read | Potency, µM (doses to about 57.3 µM), inactives show top-dose activity, negative = inhibition, most hits filed as inhibitors | AID 2549 | 240,000 compounds, 0.54% hits | P46063;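 note: plate controls were vehicle for no effect and no enzyme for full effect; nearly all actives have a fitted effect of over 30% in size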
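RECQ1T1 50 nM; forked duplex (20 bp + 30-nt ss tails) 200 nM, ATP 2 mM final; pH 8.0, 2 mM MgCl2, 2.5 ug/ml poly(dI-dC); 15 min compound preincubation; discontinuous kinetic read over 2 h at RT.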
Tau fibril ThT – inhibitors of human tau fibril formation, thioflavin T binding; Potency, µM (highest dose often 57.4 µM), for inactives: top-dose activity, negative = inhibition, most hits filed as inhibitors; recombinant tau K18 P301L (four-repeat tau fragment), heparin-induced fibrillization, ThT fluorescence; P10636; 270,000 compounds, 2.1% hits; note: nearly all actives have a fitted effect of over 55% in size
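Heparin-induced fibrillization of the P301L-mutant K18 repeat-domain fragment of human tau was followed by ThT binding in quantitative high-throughput format.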
L3MBTL1 inh – blocks human L3MBTL1 | 230,000 compounds, 0.66% hits | AlphaScreen L3MBTL1–H3K9me1 peptide binding | Q9Y468 | Potency, µM (doses to about 57.1 µM), without a hit: at the top dose activity, negative = inhibition, usual class: inhibitors | AID 485360; note: nearly all actives have a fitted effect of over 60% in size
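First, the protein-peptide complex forms for 30 min at room temperature (L3MBTL1 50 nM, biotinylated H3K9me1 peptide 75 nM). Next, compounds are pin-transferred and incubated 30 min. Finally, AlphaScreen beads are added and read after 30 min.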
TRb SRC2 PPI – disrupts binding of human TR beta to SRC2 | TRbeta-SRC2 peptide binding, fluorescence polarization; receptor liganded with 1 µM T3 | Potency, µM (doses to about 106 µM), for inactives: at the highest dose activity change, negative = inhibition, hits mostly inhibitors | 280,000 compounds, 0.065% hits | AID 1469;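 note: plate controls were bound peptide for no effect and peptide without receptor for full effect; nearly all actives have a fitted effect of over 50% in size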
Target sequence (P10828 whole entry, looked up): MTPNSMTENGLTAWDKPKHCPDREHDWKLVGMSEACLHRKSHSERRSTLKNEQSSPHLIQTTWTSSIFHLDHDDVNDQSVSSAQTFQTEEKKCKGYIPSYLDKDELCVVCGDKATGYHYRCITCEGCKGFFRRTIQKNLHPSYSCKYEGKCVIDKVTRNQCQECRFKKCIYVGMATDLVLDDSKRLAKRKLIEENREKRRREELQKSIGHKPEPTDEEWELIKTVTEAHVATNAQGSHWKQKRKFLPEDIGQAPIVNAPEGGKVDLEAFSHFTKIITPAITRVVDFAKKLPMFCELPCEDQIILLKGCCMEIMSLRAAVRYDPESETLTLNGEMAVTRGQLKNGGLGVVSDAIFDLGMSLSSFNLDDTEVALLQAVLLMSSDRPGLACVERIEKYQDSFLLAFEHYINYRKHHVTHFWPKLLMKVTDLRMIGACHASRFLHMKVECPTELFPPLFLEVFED
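Fluorescence polarization of 20 nM Texas Red SRC2 peptide (20-aa NR interaction domain) bound to 0.6 uM human TRb ligand-binding domain, with 1 uM T3, after 5 hr at ambient temperature; inhibition seen as decreased polarization.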
JMJD2E inh – blocks human JMJD2E demethylase activity; JMJD2E catalytic domain, FDH-coupled NADH fluorescence (FDH is formaldehyde dehydrogenase); Potency, µM (highest dose often 57.1 µM), without a hit: at the top dose activity change, negative = inhibition, actives largely listed as inhibitors; 230,000 compounds, 1.6% hits; AID 2147; active = well fitted inhibition curve with a large enough effect, not every such curve was filed as active; inconclusive = small, poorly fitted or top-dose-only effect, or another doubt; inactive = no such curve, though single readings can be large or run the other way;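 note: 0% = wells with enzyme and -100% = buffer wells without enzyme; nearly all actives have a fitted effect of over 50% in size; many of its hits are not listed in these tables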
Target sequence (B2RXH2 1-337 limits assumed): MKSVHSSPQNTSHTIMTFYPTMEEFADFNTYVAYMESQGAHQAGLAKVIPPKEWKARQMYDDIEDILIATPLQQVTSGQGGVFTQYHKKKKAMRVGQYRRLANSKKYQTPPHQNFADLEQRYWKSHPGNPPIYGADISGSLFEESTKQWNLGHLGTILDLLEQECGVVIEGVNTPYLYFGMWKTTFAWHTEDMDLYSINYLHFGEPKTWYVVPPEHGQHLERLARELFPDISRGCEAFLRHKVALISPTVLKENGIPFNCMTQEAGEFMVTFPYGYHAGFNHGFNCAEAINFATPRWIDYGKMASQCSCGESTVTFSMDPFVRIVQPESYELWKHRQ
TexasRed fluor – Texas Red fluorescence interference in TRb-SRC2 counter-screen; TRb/SRC2 Texas Red total fluorescence interference; Potency, µM (series often up to 106 µM), for the others: top-dose fluorescence change, negative = quenching; AID 1479; 280,000 compounds, 0.29% hits; active = well fitted curve in either direction with a large enough effect; inconclusive = small, poorly fitted or top-dose-only effect
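Human TRβ ligand-binding domain (0.6 uM) and Texas Red SRC2 peptide (20 nM) in Tris buffer with 1 uM T3 and 5% DMSO were incubated with pinned compound for 5 hr at ambient temperature. Total fluorescence was computed as S + 2P (555/632 nm).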
GoLoco inh red – inhibitors of human Gai1-RGS12 GoLoco interaction (red fluorophore); P63096; Gai1:RGS12 GoLoco peptide FP, rhodamine, 10 min; Potency, µM (series often up to 61.6 µM), for inactives: top-dose activity, negative = inhibition, most hits filed as inhibitors; 230,000 compounds, 0.44% hits; AID 880; active = well fitted inhibition curve with a large enough effect, not every such curve was filed as active; inactive = no such curve, though single readings can be large or run the other way; note: nearly all actives have a fitted effect of over 30% in size; many of its hits are not listed in these tables
* = called active by the depositor; i = inactive; ? = inconclusive; nt = no result given; & = joins results of further samples; [ ] = another dose, or the depositor's remark. Unless noted, calls come from the whole dose curve; as a rule, active = well fitted curve in the direction sought with a large enough effect; inconclusive = small, poorly fitted or top-dose-only effect, or another doubt; inactive = no such curve, though single readings can be large; an effect the other way counts as inactive or inconclusive. Unless noted, % is set by controls: 0 for no effect and ±100 for the full control effect; potency is the fitted concentration of half-maximal effect. These rows are one share of the data (hit frequency here may not be typical).

A first look:
SMILES | Tau FP inhib | RECQ1 inh | Tau fibril ThT | L3MBTL1 inh | TRb SRC2 PPI | JMJD2E inh | TexasRed fluor | GoLoco inh red
CC(C)=CCCC(C)CCO (stereo not given) | -3.4% | -11.1% | 0.6% | -11.5% | 3.3% | -4.4% | -2.9% | -3.6%&-8.8%
Brc1ccc(OCc2ccccc2)c(CNCC2CCCO2)c1 (stereo not given) | 4.6% | 7.8% | 3.2% | 3.0% | -9.4% | 13.7% | -1.1% | -12.3%
CCOC(=O)C1C(=O)C=C(c2ccc(C)cc2)CC1c1ccc([N+](=O)[O-])cc1 (stereo not given) | 5.7% | -10.5% | -15.0% | -3.9% | -3.0% | -0.6% | -0.4% | nt
Cc1nn(-c2cc(N3CCCC3)ccc2[N+](=O)[O-])c(=O)c2ccccc12 | 1.2% | -12.8% | -29.6% | nt | 6.6% | 3.5% | -2.3% | 5.0%

The listing, previewed entries included:
SMILES | Tau FP inhib | RECQ1 inh | Tau fibril ThT | L3MBTL1 inh | TRb SRC2 PPI | JMJD2E inh | TexasRed fluor | GoLoco inh red
CC(C)=CCCC(C)CCO (stereo not given) | -3.4% | -11.1% | 0.6% | -11.5% | 3.3% | -4.4% | -2.9% | -3.6%&-8.8%
Brc1ccc(OCc2ccccc2)c(CNCC2CCCO2)c1 (stereo not given) | 4.6% | 7.8% | 3.2% | 3.0% | -9.4% | 13.7% | -1.1% | -12.3%
CCOC(=O)C1C(=O)C=C(c2ccc(C)cc2)CC1c1ccc([N+](=O)[O-])cc1 (stereo not given) | 5.7% | -10.5% | -15.0% | -3.9% | -3.0% | -0.6% | -0.4% | nt
Cc1nn(-c2cc(N3CCCC3)ccc2[N+](=O)[O-])c(=O)c2ccccc12 | 1.2% | -12.8% | -29.6% | nt | 6.6% | 3.5% | -2.3% | 5.0%
CCOC(=O)c1c(-c2ccccc2)oc2ccc(NS(=O)(=O)c3cc(C)c(C)cc3C)cc12 | ? | nt | -18.6% | nt | 10.0% | nt | -2.5% | nt
CCOc1cc2[nH]c(=S)n(C3CC3)c(=O)c2cc1OCC | 4.3% | 10.5% | 2.3% | 16.2% | 4.6% | 0.4% | -0.8% | 3.5%
Cc1cc(N2CCOCC2)nc2ccc(NC(=O)CCC(=O)N3CCCCC3)cc12 | 2.8% | 0.2% | ? | -4.6% | -3.1% | ? | -0.2% | -5.2%
CC(C)C(=O)Nc1nnc(SCC(=O)N2c3ccccc3CC2C)s1 (stereo not given) | 1.4% | -3.3% | -7.8% | 0.2% | -7.3% | -2.8% | -2.6% | 2.7%
Cc1nc(NCc2cccnc2)c2c3c(sc2n1)CCCC3 | -9.7% | -0.9% | -11.3% | -0.7% | -0.9% | -9.4% | -2.5% | 4.3%
Cc1cccc(C(CC(=O)O)NC(=O)C(F)(F)F)c1 (stereo not given) | -0.1% | i | 1.5% | nt | -0.7% | -2.4% | 0.0% | -7.7%
COc1ccc(-c2cc(C(F)(F)F)n3nc(C(=O)NCc4ccco4)cc3n2)cc1 | -4.7% | -6.9% | -11.3% | 11.5% | -1.8% | ? | -5.2% | 1.5%
CCCCCC1OC1C/C=C\C/C=C\C/C=C\CCCC(=O)O (stereo not given) | -5.6%&-11.0% | 18.1%&-6.7% | 3.6%&-0.3% | nt | 0.2%&-0.4% | 1.5% | -1.6%&-0.3% | 5.9%&1.9%
Cc1ccc(OCCCCn2nnc3sc4c(c3c2=O)CCCC4)cc1 | 4.1% | nt | ? | nt | -1.8% | nt | 0.5% | nt
CC(C)(C)OC(=O)NCCCC[C@H](NC(=O)c1nc[nH]c1C(=O)N1CCN(c2ccccc2)CC1)C(=O)OC(C)(C)C | -1.7% | -12.1% | -1.9% | nt | -5.3% | 6.3% | -1.2% | -5.9%
CC(C)CC1NC(=O)C(CCCN)NC(=O)C(C(C)C)NC(=O)C2CCCN2C(=O)C(Cc2ccccc2)NC(=O)C(CC(C)C)NC(=O)C(CCCN)NC(=O)C(C(C)C)NC(=O)C2CCCN2C(=O)C(Cc2ccccc2)NC1=O (stereo not given) | 10.0% | i | 1.4% | nt | 2.7% | 25.1µM* | -1.9% | 6.4%
O=C(NC(=S)Nc1ccc(N2CCOCC2)c(Cl)c1)c1cccs1 | -2.5% | i | -17.6% | -19.8% | 10.7% | -10.0% | -3.2% | 16.8%
C=CCNC(=O)CCCOc1cccc(C)c1 | 3.8% | 6.9% | -5.7% | 5.9% | -1.6% | 6.0% | 1.3% | 4.3%
CCn1c(CSCc2ccc(F)cc2)nnc1SCC(=O)NCc1ccccc1 | -2.4% | i | -11.3% | nt | 1.6% | 2.2% | -1.4% | 13.9%
COc1ccc(C(=O)NCc2nnc(SCC(=O)N3CCc4ccccc43)n2CCc2ccccc2)cc1 | -0.1% | -9.5% | ? | 2.2% | -9.6% | 8.9% | 0.6% | 10.7%
C=CCOc1ccccc1CNCc1ccc(F)cc1 | 6.3% | -6.9% | 8.5% | 6.7%[11.4 µM] | -1.1% | -1.1% | 0.1% | 12.9%
CCN(CC)c1ccc(C=C2C(=O)OC(C)(C(C)(C)C)OC2=O)cc1 (stereo not given) | -0.2% | -5.8% | -6.4% | 3.1% | -15.0% | 9.1% | -2.3% | 7.9%
COc1ccccc1N1CCN(C(c2cccs2)C(C)NC(=O)c2ccco2)CC1 (stereo not given) | 9.0% | i | -8.2% | -10.4% | 6.1% | 0.6% | -1.1% | 6.6%
CN(C)c1ccc(C(C#N)c2ccc(Cl)cc2)nn1 (stereo not given) | -0.4% | -5.5% | 1.3% | 11.2% | -3.2% | 2.8% | -0.4% | -3.4%
COC(=O)c1ccc(CNC(=O)c2coc3ccccc3c2=O)cc1 | -10.2% | -1.2% | -5.6% | ? | 5.8% | -6.0% | 0.9% | -1.7%
O=C1N=C(N2CCCC2C(=O)O)S/C1=C\c1ccco1 (stereo not given) | -9.7% | -2.1% | -17.7% | nt | 1.6% | 22.4µM* | 1.5% | -14.7%
COCCCNC(=O)CSc1nc2ccccc2c(=O)n1CCC(=O)NCCc1ccc(OC)c(OC)c1 | 5.8% | -0.6% | -3.5% | nt | 2.4% | -8.1% | 0.4% | -2.2%
O=C(CCSCc1cccc(Cl)c1)NCc1ccc(F)cc1Cl | 1.9% | nt | -13.9% | nt | -3.4% | nt | -1.9% | nt
CC(C)CCNc1nc(N)c([N+](=O)[O-])c(NCC2CCCO2)n1 (stereo not given) | -3.0% | -10.1% | -3.7% | -2.2% | 16.9% | -28.8% | -2.2% | 0.9%
O=C(/C=C/c1cccc([N+](=O)[O-])c1)NCCSCc1ccccc1Cl | 15.6% | 5.0% | -11.3% | -4.2% | 2.3% | 7.3% | -1.3% | 2.8%
CC1CN(C2CCN(C(=O)c3ccccc3Cl)CC2)CC(C)O1 (stereo not given) | 0.8% | 0.0% | -8.9% | -10.4% | 1.6% | ? | 1.3% | -2.6%
CC(C)Sc1ncnc2c1oc1ccccc12 | -0.4% | -15.0% | -8.6% | 9.6% | -3.3% | 4.0% | 1.2% | -1.3%
O=C(c1ccc2ccccc2c1)N1CCN(c2ccccc2)CC1 | 11.4% | 11.9% | -9.3% | nt | -1.5% | -6.9% | 0.1% | 1.1%
O=C(O)c1cc(S(=O)(=O)N2CCCC2)ccc1Br | 0.8% | i | -7.9% | 4.8% | -15.9% | -3.1% | 0.7% | -6.1%
COc1ccc(/C=C/C(=O)NCC(=O)N/N=C/c2cccnc2)cc1 | -4.3% | -14.2% | 2.5% | nt | 8.8% | 7.1% | 0.3% | -9.2%
CC(C)CN(C(=O)COC(=O)c1cc2ccccc2oc1=O)C1CCS(=O)(=O)C1 (stereo not given) | 1.4% | -1.6% | -6.7% | 1.2% | 6.4% | ? | 0.4% | 2.3%
NC(=O)C1(NC(=O)[C@@H]2CC3(CC(c4cccc(NC(=O)[C@@H]5CCC(=O)N5)c4)=NO3)CN2C(=O)Cc2ccc(C(F)(F)F)cc2)CC1 (stereo not given in full) | 3.7% | i | -1.2% | 3.3% | -2.7% | -6.1% | -0.9% | 2.2%
COc1ccc(Nc2nc3ccccc3s2)cc1 | 4.1% | i | 12.6% | 28.8% | -6.8% | -20.2% | -10.8% | 7.5%
O=C(CNC(=O)c1cccs1)NCCN1CCN(c2ccccc2F)CC1 | 2.9% | -0.2% | 0.2% | 23.7% | 7.5% | 14.4% | -3.0% | 8.5%
COc1ccc(N2C(=O)c3cccc4cccc(c34)C2=O)nn1 | 2.5% | -6.2% | ? | nt | -3.2% | ? | -6.9% | -0.5%
O=C1CC(c2ccc(O)c(O)c2)Oc2c1ccc(O)c2O (stereo not given) | ? | 1.58µM* | 15.8µM* | nt | 1.1% | 6.31µM* | -8.1% | 2.9%
O=C(O)/C=C/C(=O)NNC(=O)c1cccc(Br)c1 | 7.0% | -3.1% | ? | 15.4% | 3.2% | -0.8% | 0.9% | -15.3%
CN(Cc1ccccc1)C(=O)c1ccc2c(c1)OCCO2 | 2.5% | i | 2.7% | -1.9% | 1.6% | 4.9% | -4.4% | 6.3%
COc1ccc(C(OC(=O)c2cccs2)C(=O)NCC2CCCO2)cc1 (stereo not given) | -6.1% | 4.3% | -18.9% | -0.1% | -3.3% | 1.7% | -1.0% | -2.7%
CC(C)CC(C(=O)O)N(Cc1ccccc1)Cc1ccccc1 (stereo not given) | 0.5% | 0.3% | -5.1% | 5.8% | 3.7% | -6.4% | -0.7% | 4.5%
C/C(N)=C(/C#N)C(=O)COC(=O)Cc1coc2cc(C)ccc12 | -9.5% | -23.7% | -10.8% | -14.4% | 0.3% | -5.4% | -0.2% | 6.3%
C=C(C)CN=c1scc(C)n1/N=C/c1ccco1 | 11.7% | -2.9% | -5.6% | ? | -3.1% | -7.2% | -0.5% | 13.3%
CC(C1CCN(Cc2nc(C3CC3)no2)CC1)N1CCOCC1 (stereo not given) | 3.6% | i | -2.8% | 1.2% | 1.7% | -9.3% | -1.6% | 10.2%

Screens (PubChem BioAssay)
